HSP90 inh: HSP90 inhibitors, primary screen, cell lysate, luminescence | Heat shock protein HSP 90 (rabbit reticulocyte lysate; luciferase refolding) | Rabbit reticulocyte lysate, luciferase refolding luminescence, 3 h | inhibition, % at 5.6 µM | hit rate 0.91% among 290,000;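 active means inhibition above the screen-wide mean plus 3 SD, computed separately per campaign, cut at about 16% in these data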;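 further: 0% = DMSO wells and 100% = 60 µM geldanamycin wells; inhibitors lower the luminescence because luciferase stays unfolded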
Dyrk1A ADPGlo: rat Dyrk1A kinase inhibitors, primary screen, biochemical, single point, plate reader | Dual specificity tyrosine-phosphorylation-regulated kinase 1A (Rattus norvegicus), Q63470 | hit rate 0.43% among 310,000 | inhibition, % at 12.5 µM | ADP-Glo luminescence, NFATc1 peptide; in the data active means inhibition above about 50%;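 further: plate controls were vehicle with enzyme for no effect and no enzyme for full effect; many of its hits are not listed in these tables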
IEC-6 cytotox: cytotoxicity in IEC-6 intestinal epithelial cells, primary screen, cytotoxicity control for KLF5 inhibitor project, cell-based, luminescence | IEC-6 cytotoxicity, luminescence viability | inhibition, % at 5 µM | hit rate 0.78% among 290,000; in the data active means inhibition above about 22%;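 further: 0% = plate median of test compound wells and 100% = cytotoxic reference compound wells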
HSF1 inhib: HSF1 inhibitors in luciferase reporter cells, primary screen, cell-based, NIH3T3, luminescence. NIH3T3-HGL HSE-luciferase, MG132-induced, luminescence 8 h; hits give low values. hit rate 0.77% among 300,000. AID 2098, 2009. activity change, negative = inhibition, % at 7.5 µM (by protocol);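 active means more than half of replicate wells show activity change below -50%, luminescence cut by over half; inconclusive means some wells, but at most half, below -50%; inactive means no replicate well below -50%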;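 further: luciferase reports HSF-1 transcriptional activity via heat shock element; 0% = median of DMSO wells and -100% = zero luminescence signal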
KLF5 inhibitor: KLF5 expression inhibitors, primary screen, DLD-1 cells, luminescence | hit rate 0.23% among 290,000 | AID 1700, 2009 | inhibition, % at 5 µM | DLD-1 KLF5 promoter-luciferase reporter;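 active means inhibition above a per-plate limit of that plate's mean compound inhibition plus 3 SD, cut at about 60% in these data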;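 further: 0% = DMSO wells and 100% = LY294002 at 200 µM; higher means less KLF5 promoter-driven luciferase light; inactives centre near -14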
GSK3B inh: human GSK3beta kinase inhibitors, primary screen, biochemical, cell-free homogeneous, HTS; Glycogen synthase kinase-3 beta (Homo sapiens), P49841; AID 2097, 2009; hit rate 0.038% among 300,000; GST-GSK3beta kinase, ADP-Glo luminescence, 60 min; hits give low values; activity score (negative = inhibition), % at 10 µM;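 active means more than half of replicate wells score below -50%, meaning over 50% inhibition versus plate controls; inconclusive means some replicates but at most half score below -50%; inactive means no replicate scores below -50%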;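 further: 0% = median DMSO wells and -100% = median GW8510 positive control wells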
Target sequence (P49841 whole entry, looked up): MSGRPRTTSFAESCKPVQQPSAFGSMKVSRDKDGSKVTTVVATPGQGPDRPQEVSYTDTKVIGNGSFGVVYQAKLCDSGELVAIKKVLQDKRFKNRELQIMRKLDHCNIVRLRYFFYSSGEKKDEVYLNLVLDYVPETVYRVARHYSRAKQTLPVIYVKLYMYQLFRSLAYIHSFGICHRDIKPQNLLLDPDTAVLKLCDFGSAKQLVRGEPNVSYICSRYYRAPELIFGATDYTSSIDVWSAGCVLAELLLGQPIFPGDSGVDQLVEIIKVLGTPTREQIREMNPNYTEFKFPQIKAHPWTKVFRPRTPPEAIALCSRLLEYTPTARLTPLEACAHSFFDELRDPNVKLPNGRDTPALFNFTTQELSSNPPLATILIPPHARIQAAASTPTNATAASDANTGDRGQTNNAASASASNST
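Test system – GST-tagged human GSK3beta kinase, cell-free · Incubation – 60 min enzyme reaction, room temperature · Signal – ADP-Glo luminescence · Also added – peptide substrate and ATP at 25 µM · Controls – DMSO neutral wells and GW8510 at 20 µM as positive · Buffer or medium – Tris/MgCl2 kinase buffer · Measure – Luminescence-derived activity versus plate DMSO and GW8510 wells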
HSF-1 act: HSF-1 activators, primary screen, NIH3T3-HGL cells, MG132 stress, luminescence, single point; NIH3T3-HGL HSF-1 luciferase reporter, 8 h; 100% = twice DMSO control signal; activation, % at 9 µM; hit rate 1.7% among 300,000;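 active means mean replicate activation of at least 50% with a set share of replicates each reaching 50%; inconclusive means only one of those two conditions met; inactive means mean below 50% and too few replicates reaching it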;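 further: 0% = median of the neutral control wells and 100% = twice that signal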
aSyn UTR inh: MLPCN primary screen, SNCA 5' untranslated region; alpha-synuclein 5'UTR reporter, inhibitor activity; inhibition, % (tested at 7.5 µM); hit rate 0.82% among 300,000; AID 1813, 2009; in the data active means inhibition above about 60%; inconclusive means no clear call, values can overlap the other calls;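 further: H4 neuroglioblastoma cells stably carrying SNCA 5'UTR luciferase fusion; 0% = DMSO wells and 100% = positive control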
Platelet DG rel: inhibitors of platelet dense granule secretion, primary screen, cell-based, MLPCN, human platelets; human platelet-rich plasma, SFLLRN dense granule ATP release, luminescence; inhibition, %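 (compounds screened at 7.5 µM in platelet-rich plasma)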; hit rate 0.22% among 300,000;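 active means mean replicate score, as percent of positive control, at or above 50; inconclusive means mean below 50 but at least one replicate at or above 50; inactive means mean and every replicate below 50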
GSK3 alpha inh: blockers of GSK3A enzyme activity – biochemical, luminescence, cell-free homogeneous, HTS, primary screen | Glycogen synthase kinase-3 alpha (Homo sapiens), P49840 | GSK-3 alpha kinase, ADP-Glo luminescence, 60 min | inhibition, % at 10 µM | hit rate 0.1% among 320,000 | AID 2650, 2010;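 in the data active means inhibition above about 50%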;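 further: GST-tagged GSK-3 alpha with peptide substrate and 25 µM ATP; 0% = DMSO neutral wells and 100% = GW8510 positive control wells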
Target sequence (P49840 whole entry, looked up): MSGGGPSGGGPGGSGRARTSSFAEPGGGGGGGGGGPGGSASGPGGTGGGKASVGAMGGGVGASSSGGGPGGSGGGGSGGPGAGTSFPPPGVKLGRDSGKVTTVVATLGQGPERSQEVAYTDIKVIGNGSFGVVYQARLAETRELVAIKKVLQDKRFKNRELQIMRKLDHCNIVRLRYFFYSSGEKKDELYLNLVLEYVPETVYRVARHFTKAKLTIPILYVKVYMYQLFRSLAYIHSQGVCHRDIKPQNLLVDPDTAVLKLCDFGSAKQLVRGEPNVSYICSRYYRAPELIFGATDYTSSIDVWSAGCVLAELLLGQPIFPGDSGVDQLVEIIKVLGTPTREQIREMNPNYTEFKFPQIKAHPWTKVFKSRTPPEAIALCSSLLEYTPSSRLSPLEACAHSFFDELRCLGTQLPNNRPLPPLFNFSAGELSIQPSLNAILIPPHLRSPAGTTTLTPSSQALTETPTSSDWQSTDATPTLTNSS
* = called active by the depositor; ? = inconclusive; · = no result given; & = joins results of further samples. This is a subset, so the mix of outcomes need not match the whole.

SMILES	HSP90 inh	Dyrk1A ADPGlo	IEC-6 cytotox	HSF1 inhib	KLF5 inhibitor	GSK3B inh	HSF-1 act	aSyn UTR inh	Platelet DG rel	GSK3 alpha inh
COc1ccc(NC(=O)c2cc(OC)c(OC)cc2OC)c(S(=O)(=O)N2CCOCC2)c1	·	-12.3	·	-0.4	·	-11.9	14.6	-17.6	2.7	5.1
COc1cccc(-c2ccc(SCC(=O)NC3CCCCC3)nn2)c1	-0.5	0.3	-2.1	17.8	-7.5	0.5	17.5	-28.7	-6.4	-1.0
CC(C)(C)OC(=O)N/N=C/c1ccc(Br)cc1	-0.9	-2.3	6.0	18.0	-27.5	-5.0	52.8*	-131.9	15.3	-9.4
CC(C)CN(CC(C)C)S(=O)(=O)N1CCC(C(=O)NCCN2CCOCC2)CC1	-2.1	-4.9	-0.8	-8.4	0.1	2.7	9.0	-5.0	-1.3	-3.7
CC(=O)c1ccc(-c2ccccc2[C@H]2[C@H]3C=CC[C@@H](C)[C@@H]3C(=O)N2Cc2ccccc2)cc1	·	·	·	4.7	·	-1.0	-10.2	45.2	1.9	·
CCOCCCNC(=O)CCS(=O)(=O)Cc1ccc(C)cc1	1.3	-2.8	2.3	-1.1	-27.7	1.3	3.4	-24.0	-0.6	1.8
COC(=O)CNC(=O)C12CC3(C)CC(C)(CC(C)(C3)C1)C2	1.4	-4.3	2.4	5.0	19.1	0.5	26.3	0.3	7.0	-2.9
O=C(CSc1n[nH]c(=O)n1C1CC1)Nc1cc(Cl)ccc1Oc1ccccc1	1.6	-4.5	1.4	-1.9	0.6	-0.6	1.8	3.3	3.8	1.2
O=C(CNC(=O)Cc1ccccc1)NCC(=O)OCC(=O)c1ccccc1Cl	2.4	1.7	4.2	6.4	9.2	2.2	14.8	-27.1	-12.4	-1.8
COc1nc2ccccc2nc1N1CCN(Cc2ccc3c(c2)OCO3)CC1	6.0	-1.1	-1.2	5.9	-15.6	-1.0	20.1	-4.7	-3.4	·
Cc1ccc(CN2CCSc3ccc(C(=O)N4CCOCC4)cc32)cc1	1.7	·	5.1	4.1	-2.6	1.8	-17.9	3.6	-2.6	-0.2
N#Cc1ccccc1CSc1nc(N)cc(N)n1	1.6	·	12.0	5.0	-13.9	0.0	31.0	20.7	-1.5	13.3
CCN(CC)C(=O)CC(c1ccc(OC)cc1)c1c(O)cc(OC)cc1OC (stereo unspecified)	·	11.4	·	2.5	·	0.9	-0.9	0.6	2.5	·
Cc1ccc(CC(=O)O/N=C(\N)c2ccccn2)cc1	1.9	-3.1	-3.0	17.1	-126.7	0.9	45.4	-88.5	1.3	1.0
C=CCOC(=O)C1=C[C@H](c2ccc(Br)cc2)C[C@H](OCc2ccc(CO)cc2)O1	·	·	·	10.6	·	0.2	19.3	14.3	-3.3	-3.0
CCn1cc(C(=O)Nc2ccc(C)cc2C)c(=O)c2ccc(C)nc21	1.3	·	-1.5	2.8	-15.9	0.4	4.4	-8.6	-10.6	-0.7
Cn1c(N)c(C(=O)c2ccc(Cl)cc2)c(=O)n(C)c1=O	3.5	-1.5	-1.6	-10.6	-27.2	1.1	-0.3	33.6	3.0	1.3
O=C(NC(=S)N1CCN(Cc2ccccc2)CC1)c1ccccc1	-2.4	2.8	4.8	-8.5	3.0	0.0	0.8	1.8	-0.4	1.1
CC1CCC(C(C)C)C(OC(=O)CSc2nccc(=O)[nH]2)C1 (stereo unspecified)	-0.4	0.9	1.7	-8.3	-7.9	1.7	-7.7	10.1	0.3	-2.2
CN(C)CCC(=O)c1ccc(Cl)cc1	-2.7	0.8	-4.3	5.7	-23.1	0.4	4.6	12.2	10.2	2.5
O=C(N1CCOCC1)C1(c2ccc(Cl)cc2)CCCC1	0.1	-1.8	-1.7	-11.0	-6.9	-1.6	28.8	-13.1	-13.7	-1.8
N#C/C(C(=O)NCc1ccccc1)=C1/N=C(NC(=O)c2cccs2)c2ccccc21	-1.8	-2.0	-0.5	-9.3	-10.6	-21.8	8.5	1.8	-8.3	-1.5
COC(=O)c1c(-c2ccc(F)cc2)noc1N	6.2	13.7	2.6	7.1	-5.5	0.4	24.2	-3.3	-1.2	-2.2
CCOC(=O)c1ccc(NC(=O)c2c(NC(=O)CCC(=O)O)sc3c2CCCCC3)cc1	-3.3	-2.2	0.6	0.3	-4.9	2.8	5.0	-15.4	-8.4	-0.6
CSc1n[nH]c(NCc2ccc(Cl)cc2)n1	-3.1	-0.1	2.7	6.8	-10.0	3.1	-4.9	-11.0	-1.8	-2.3
CCN(CC)CC(=O)Nc1c(C)cccc1C	1.8&-0.9	-2.1&8.7&4.7	-3.0&-3.8	·	-42.0&-7.3	·	·	·	·	-2.3
CN1CCN(Cc2c(O)c(Cl)cc3c(-c4ccccc4)cc(=O)oc23)CC1	-1.4	-6.0	-2.9	21.7	-22.8	-6.1	41.2	-18.3	-4.8	-1.2
Cc1ccc(/C=N/NC(=O)C2CCN(Cc3ccc(F)cc3Cl)CC2)o1	4.6	5.4	0.3	3.4	-40.9	3.7	4.1	-12.8	0.8	-2.0
O=C(NCCc1ccccc1)C(=O)NCC1OCCN1S(=O)(=O)c1ccc(Br)cc1 (stereo unspecified)	1.4	-10.5	8.9	2.8	-2.9	-0.2	-2.5	0.0	-20.9	0.1
O=C(OC1CCOC1=O)c1cc(-c2ccc(Br)cc2)nc2ccccc12 (stereo unspecified)	-1.7	6.8	5.1	-5.1	0.7	-3.3	-9.0	-30.4	1.3	-1.3
O=C(N=c1ccn(-c2nc3ccccc3nc2NS(=O)(=O)c2ccc(Cl)cc2)cc1)c1ccccc1Cl	1.7	·	4.6	12.6	0.8	-1.1	21.7	18.1	-6.0	-2.0
O=C(NCCc1nc2ccccc2[nH]1)c1ccc(Cl)c([N+](=O)[O-])c1	6.6	-1.6	-10.7	19.0	-15.1	0.2	?	-40.5	8.5	-2.0
Fc1cccc(Cl)c1-c1nnc2ccc3ccccc3n12	1.4	·	12.7	-12.2	-12.5	1.7	-4.3	-28.4	5.4	·
COc1ccc(NCc2nc3ccccc3n2CCOc2ccccc2)cc1	-2.8	1.1	0.3	-22.7	-40.9	6.1	-43.5	-206.5	-0.2	-1.7
c1ccc(-c2[nH]ncc2CN2CCN(Cc3ccc4c(c3)OCO4)CC2)cc1	-0.2	·	0.4	-7.7	1.9	-2.7	9.0	12.2	-1.1	-0.2
Cc1nn(CC(=O)NCCc2cccs2)c(=O)c2nn(-c3ccccc3)c(C)c12	5.5	3.4	-3.9	3.2	-12.7	4.6	5.0	-5.6	-0.9	0.5
O=C(NCCCN1CCOCC1)c1cc2cc(Br)ccc2oc1=O	-0.4	2.6	-0.2	2.3	-10.9	-1.4	14.6	6.5	-1.7	0.9
Cc1ccc(NC(=O)Nc2cc(S(=O)(=O)N(C)C)ccc2C)cc1	1.7	-0.5	-2.7	1.2	-42.5	-1.6	17.2	-59.3	2.3	-2.8
COCCn1nnnc1C(C(C)C)N1CCOCC1 (stereo unspecified)	-1.8	22.4	0.3	-3.3	-24.2	1.9	8.8	-12.3	-5.7	8.3
CC(C)[C@H](NC(=O)[C@H](CC(=O)O)NC(=O)[C@H](CCCCN)NC(=O)[C@@H](N)CCCN=C(N)N)C(=O)N[C@@H](Cc1ccc(O)cc1)C(=O)O	-1.6	·	-2.7	-0.6	-5.7	4.0	8.4	13.2	-1.2	0.3
Cc1ccc(CNC(=O)C2CC(c3ccccc3[N+](=O)[O-])=NO2)o1 (stereo unspecified)	-1.7	5.6	4.8	-2.7	-25.2	-0.2	-6.6	-15.5	-1.1	-1.3
CCOC(=O)C1C(=O)OC(C)(C)C1C(C)C(=O)c1ccc(OC)cc1 (stereo unspecified)	1.6	-3.3	4.4	-7.5	1.7	-2.9	-6.3	0.0	0.6	·
O=C(NCc1ccc2c(c1)OCO2)C(=O)NCC1OCCN1S(=O)(=O)c1ccc(F)cc1 (stereo unspecified)	4.4	-2.7	1.2	2.0	0.8	1.4	12.6	3.9	-9.6	0.9
O=c1ccc(NS(=O)(=O)c2ccc(Cl)cc2)cn1Cc1ccc(Cl)c(Cl)c1	1.6	-14.9	1.6	5.2	0.9	1.5	12.6	29.3	-1.8	-2.2
Nc1nc2ccc(O)cc2s1	2.0	4.8	2.5	-3.2	-18.8	-1.2	17.8	-27.9	-11.3	0.1
Cc1ccc(C2C(C#N)=C(N)Oc3c2oc(CO)cc3=O)o1 (stereo unspecified)	·	-1.9	·	-15.0	·	3.7	3.9	-17.3	4.7	12.9
CC(=O)c1c(C(C)=O)c(C)n(-c2nc(-c3ccc(C)c(C)c3)c(C)s2)c1C	-0.5	-2.5	3.0	-0.1	-30.4	-4.8	11.0	4.2	-0.4	·
Cc1cc(C)nc(NCc2ccc(Cl)cc2)n1	0.9	10.0	2.2	2.2	-6.0	1.2	22.0	6.5	4.7	-1.5
C/C(=N\N1CCN(C2c3ccccc3-c3ccccc32)CC1)c1ccncc1	-3.2	0.9	2.7	-6.4	-7.8	1.0	-2.3	27.7	20.0	-0.8
O=C(OCc1cc2ccccc2[nH]c1=O)c1ccccc1	3.0	0.7	5.8	7.0	-23.9	1.7	6.6	-2.3	21.4	-1.0
Further results follow:
SMILES	HSP90 inh	Dyrk1A ADPGlo	IEC-6 cytotox	HSF1 inhib	KLF5 inhibitor	GSK3B inh	HSF-1 act	aSyn UTR inh	Platelet DG rel	GSK3 alpha inh
CCOc1ccc(NC(=O)c2ccc(CNc3c(NC4CCCCC4)c(=O)c3=O)cc2)cc1	0.8	-2.9	-2.0	-0.7	-22.3	2.4	-0.8	11.7	5.9	·
CN(C)c1ncc(S(=O)(=O)c2ccccc2)c(=O)[nH]1	1.8	-0.8	-8.7	8.6	-28.1	-0.3	40.3	4.7	2.8	0.3
CCOc1cc2[nH]c(=O)n(CCCN3CCN(c4ccc(OC)cc4)CC3)c(=O)c2cc1OCC	0.2	·	-2.6	6.3	-15.1	-0.6	-0.6	14.1	-4.0	0.2
CS(=O)(=O)N(CC(=O)NCCSC1CCCCC1)c1cccc(F)c1	3.2	-6.3	-5.3	2.0	-4.5	7.0	-10.2	9.5	6.1	-0.9

Compound activity from PubChem BioAssay.
